# Screening results from PubChem BioAssay.
# TRHR PAM = qHTS for Small Molecule Agonists and Allosteric Enhancers of Human TRH Receptor: Primary Screen for Enhancers; Thyrotropin-releasing hormone receptor (Homo sapiens), P34981; AID 493056, 2011; enhancement, % at 2 µM; TRHR cells, fluo-8 calcium fluorescence, EC20 TRH enhancement; actives 0.66% (n = 360,000); in the data active = enhancement above about 30%; note: 0% is about no effect
#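 TRHR-expressing cells loaded with fluo-8 calcium dye were read kinetically (ex 480/em 530) during compound addition, then stimulated with an EC20 of TRH (10 nM final). Enhancement of the Gq-mediated intracellular calcium response was scored.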
# D2 ag = HTS Assay for Allosteric Agonists of the Human D2 Dopamine Receptor: Primary Screen for Agonists | activation, % at 2 µM | HEK293 T-REx D2 cells, calcium flux agonist mode | actives 0.53% (n = 340,000);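 active = activation over 3 SD above normal in the single-dose calcium agonist read, cut at about 30% in these data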; note: 0% is about no effect
#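 Tetracycline-induced HEK293 Trex cells with D2 receptor force-coupled to calcium signaling, plated overnight at 30 C and loaded with no-wash calcium dye. Calcium flux read kinetically for 180 s after compound addition; responses flag agonists.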
# D2 antag = HTS Assay for Allosteric Antagonists of the Human D2 Dopamine Receptor: Primary Screen for Antagonists; D(2) dopamine receptor (Homo sapiens), P14416; HEK293 TREx D2 cells, calcium flux, dopamine EC80; inhibition, % at 10 µM; actives 2% (n = 340,000); in the data active = inhibition above about 30%; note: 0% is about no effect
#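 Calcium mobilization kinetics were recorded at 1 s intervals in tetracycline-induced HEK293 T-REx D2 cells, first for 180 s after compound addition and then 180 s after EC80 dopamine.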
# RXFP1 antagonist = qHTS Assay for Antagonists of the Relaxin Receptor RXFP1; HEK293-RXFP1, relaxin-stimulated cAMP HTRF, 30 min; active compounds read low; Relaxin receptor 1 (Homo sapiens), Q9HBX9; activity change, negative = inhibition, % at 57.5 µM; actives 0.59% (n = 350,000);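 active = activity change of -60% or lower, but not beyond a set lower limit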; note: % is set by controls: 0 for no effect and ±100 for the full control effect
# Target sequence (Q9HBX9 whole entry, looked up): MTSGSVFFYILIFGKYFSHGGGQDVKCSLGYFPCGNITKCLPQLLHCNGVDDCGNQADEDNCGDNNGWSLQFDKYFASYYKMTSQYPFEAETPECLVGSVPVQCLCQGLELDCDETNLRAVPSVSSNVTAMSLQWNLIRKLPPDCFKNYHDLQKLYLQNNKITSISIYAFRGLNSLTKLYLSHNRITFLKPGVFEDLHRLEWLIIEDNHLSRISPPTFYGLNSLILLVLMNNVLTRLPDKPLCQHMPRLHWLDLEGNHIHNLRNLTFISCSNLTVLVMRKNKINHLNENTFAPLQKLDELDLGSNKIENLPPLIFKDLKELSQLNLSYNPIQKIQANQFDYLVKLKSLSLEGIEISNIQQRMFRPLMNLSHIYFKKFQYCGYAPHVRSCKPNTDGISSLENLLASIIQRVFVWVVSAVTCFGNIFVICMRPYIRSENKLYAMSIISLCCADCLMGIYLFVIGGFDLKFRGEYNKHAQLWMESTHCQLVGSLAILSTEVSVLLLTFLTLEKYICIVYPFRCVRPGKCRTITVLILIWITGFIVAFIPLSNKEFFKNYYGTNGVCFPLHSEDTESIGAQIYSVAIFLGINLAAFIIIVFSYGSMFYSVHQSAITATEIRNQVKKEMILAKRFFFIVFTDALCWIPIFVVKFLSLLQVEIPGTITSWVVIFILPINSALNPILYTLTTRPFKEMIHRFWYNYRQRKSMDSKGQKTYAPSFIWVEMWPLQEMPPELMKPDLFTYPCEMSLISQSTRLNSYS
# D1 potentiator = Potentiators of Human D1 Dopamine Receptor: qHTS; potentiation, % at 10 µM; D(1A) dopamine receptor (Homo sapiens), P21728; HEK293 TREx D1 cells, calcium flux, dopamine EC20 potentiation; actives 0.036% (n = 360,000); in the data active = potentiation above about 30%; note: 0% is about no effect
# D2 PAM = HTS Assay for Positive Allosteric Modulators of the Human D2 Dopamine Receptor: Primary Screen for Potentiators. actives 0.34% (n = 340,000). AID 485347, 2010. potentiation, % at 10 µM. HEK293 T-REx D2, calcium flux, EC20 dopamine potentiation. D(2) dopamine receptor (Homo sapiens), P14416;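 active = potentiation over 3 SD above the plate norm, cut at about 30% in these data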; note: 0% is about no effect
#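 Potentiation of an EC20 dopamine calcium response is measured in a force-coupled, tetracycline-inducible Hek293 Trex D2 line. Compound-only kinetic reads over 180 s flag agonists before dopamine addition.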
# D1 antag = Antagonist of Human D 1 Dopamine Receptor: qHTS; D(1A) dopamine receptor (Homo sapiens), P21728; HEK293 TREx D1 cells, calcium flux, dopamine EC80; active compounds read low; activity change, negative = inhibition, % at 10 µM; actives 3.2% (n = 360,000); AID 504652, 2011; in the data active = activity change below about -30%; note: % is set by controls: 0 for no effect and ±100 for the full control effect
#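 Using tetracycline-induced force-coupled D1 Hek293 cells and a calcium dye, signals were followed for 180 s after compound, then for 180 s after EC80 dopamine, to detect inhibitors.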
# D1 ag = Allosteric Agonists of the Human D1 Dopamine Receptor: qHTS; D(1A) dopamine receptor (Homo sapiens), P21728; HEK293 T-REx D1 cells, calcium flux, agonist mode; activation, % at 2 µM; actives 1% (n = 360,000); note: 0% is about no effect
#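 Tetracycline-induced HEK293 TREx D1 cells, force-coupled to calcium signalling, were dye-loaded with a no-wash calcium kit. Compound was pin-added after a 10 s baseline. Fluorescence was read kinetically at 1 cycle/s for 180 s, with calcium rises flagged as agonism.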
# TRHR agonist = qHTS for Small Molecule Agonists and Allosteric Enhancers of Human TRH Receptor: Primary Screen for Agonists; TRHR cells, calcium flux fluo-8, FDSS agonist mode; activation, % at 2 µM; actives 0.18% (n = 360,000); Thyrotropin-releasing hormone receptor (Homo sapiens), P34981; note: 0% is about no effect
#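 Agonist-mode FDSS calcium read (Ex 480/Em 530, 1 s cycles) in 1536-well TRHR cells with fluo-8 dye, after 10-cycle baseline and 23 nL compound addition; TRH at EC20 (10 nM final) added afterwards for the enhancer phase.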
# Active calls of the source: *; x = no result given. Cut-off read from the data, not from the text of the source, unless noted: active = activation above about 30%; inactive = the rest.
SMILES,TRHR PAM,D2 ag,D2 antag,RXFP1 antagonist,D1 potentiator,D2 PAM,D1 antag,D1 ag,TRHR agonist
CC(=O)Nc1ccc(C(=O)OCCCOC(=O)c2ccc(NC(C)=O)cc2)cc1,-3,76*,15,6,-3,-14,-1,7,2.3
Cc1c(NC(=O)c2cccc(-c3cc4ccccc4oc3=O)c2)cccc1-c1nc2ncccc2o1,-1,0.5,0,-17,-1,2,-9,2,0.3
CC(CNS(=O)(=O)c1ccccc1)(c1ccccc1)N1CCOCC1 (configuration not stated),-4,-1.2,13,7,4,1,2,0,-1.0
CCn1c(Cc2c(C)[nH]c3ccccc23)nnc1SCC(=O)NCc1ccccc1,0,0.5,5,7,-3,-7,-13,1,-0.1
COc1ccc(Nc2nn3c(=O)c4cc5c(cc4nc3s2)OCO5)c(OC)c1,0,0.7,x,x,0,2,-19,1,-0.4
COC(=O)COc1ccc(S(=O)(=O)NCc2ccc3c(c2)OCO3)cc1,26,16,-10,6,-4,1,-3,6,-0.4
Cc1cccc(CN2CCN(C(=O)c3cccc4ccccc34)CC2)c1,-8,0.8,-15,-5,0,-4,-7,1,-0.3
CS(=O)(=O)c1ccc(NCC2CCCO2)c([N+](=O)[O-])c1 (configuration not stated),-3,0.3,-1,-13,-3,125*,-3,-1,0.0
CCOC(=O)c1oc2ccccc2c1CN1CCN(C)CC1,1,1.0,9,-20,-3,14,0,2,0.4
CC(=O)c1ccc(NC(=O)c2cnn3ccccc23)cc1,5,0.6,9,1,-3,17,-1,0,0.5
C=CCNc1nnnc2c1sc1nc(N3CCOCC3)c3c(c12)CCCC3,-2,-0.8,-4,-23,-8,-4,-2,0,0.6
COc1ccc(C)c2sc(N(CCN(C)C)C(=O)c3cccc(N4C(=O)CCC4=O)c3)nc12,2,0.7,-32,-17,-4,-1,1,0,0.0
O=c1oc2ccccc2c2c1ncn2CCN1CCOCC1,8,-0.1,1,9,1,1,4,0,0.4
CC(C)(C)c1ccc(S(=O)(=O)N2CCN(C3CCCC3)CC2)cc1,1,-1.1,6,-2,0,6,-1,5,-0.1
COc1ccc2c(c1)CCc1c(C(=O)Nc3c(C)n(C)n(-c4ccccc4)c3=O)noc1-2,-1,0.0,-17,-4,-2,-1,3,0,-0.7
CCCCOC(=O)/C(=C/C=C/c1ccccc1)NC(=O)c1ccccc1,-4,0.0,11,-9,-3,x,5,2,0.7
Cn1c(=O)c2c(nc(Br)n2Cc2ccccc2Cl)n(C)c1=O,-4,x,x,-7,-4,2,-20,1,0.0
CCOC(=O)N1CCN(C(=O)c2ccc3c(c2)N(CC)CCS3)CC1,-5,3.3,-5,-10,-3,-2,2,0,0.2
COc1ccccc1NC(=O)Nc1nnc(CC(=O)Nc2cccc(C)c2)s1,1,1.4,-1,2,-4,-19,1,4,0.5
CS(=O)(=O)Nc1cccc(C2=NN(C(=O)CCC(=O)O)C(c3cccs3)C2)c1 (configuration not stated),5,-3.1,-3,7,-12,8,-12,5,0.0
O=C(Cc1ccccc1)NCC(=O)Nc1cc(Cl)ccc1Cl,6,-1.4,-1,-8,-5,-1,7,-1,-0.5
COc1ccc(-c2cn3c(n2)sc2cc(C(=O)Nc4cccc(SC)c4)ccc23)cc1,0,0.7,x,20,-1,4,0,1,-0.7
FC(F)(F)c1nnc(-c2ccccc2)nc1Oc1ccccc1,3,-1.2,27,7,-5,-15,-1,2,0.4
O=C(Nc1ccccc1C(F)(F)F)c1cc2ncc(CCCl)cn2n1,-2,1.3,3,-9,-4,10,-25,3,1.2
O=S(=O)(c1cccc(NC(=S)NCc2ccco2)c1)N1CCOCC1,-1,-0.4,4,3,-3,4,18,5,0.3
O=c1ccc2cc(S(=O)(=O)NCc3ccc(Br)cc3)ccc2[nH]1,2,x,x,x,-3,-6,3,-1,0.7
CC1CCN(CCCn2c(SCC(=O)NC3CCCC3)nc3ccccc3c2=O)CC1,-1,-0.2,-7,-4,-3,14,5,0,-0.1
Cc1ccc([C@@H]2CC=C(C(=O)O)[C@H](c3ccccc3F)N2S(=O)(=O)c2ccc(C)cc2)cc1,-2,0.1,-2,x,-5,13,-3,-1,-0.1
O=C1OCCC1Sc1ncnc2sccc12 (configuration not stated),0,0.0,6,-1,2,-3,3,1,-0.7
COc1ccc(-n2ncc3c2CC(C)(C)CC3NC(=O)c2ccoc2C)cc1 (configuration not stated),11,-0.4,-6,-21,7,5,5,1,0.2

# One compound at a time, as listed above:
# COc1ccc(-c2cn3c(n2)sc2cc(C(=O)Nc4cccc(SC)c4)ccc23)cc1 reads TRHR PAM = 0; D2 ag = 0.7; D2 antag = x; RXFP1 antagonist = 20; D1 potentiator = -1; D2 PAM = 4; D1 antag = 0; D1 ag = 1; TRHR agonist = -0.7
# Cn1c(=O)c2c(nc(Br)n2Cc2ccccc2Cl)n(C)c1=O reads TRHR PAM = -4; D2 ag = x; D2 antag = x; RXFP1 antagonist = -7; D1 potentiator = -4; D2 PAM = 2; D1 antag = -20; D1 ag = 1; TRHR agonist = 0.0
# O=C1OCCC1Sc1ncnc2sccc12 (configuration not stated) reads TRHR PAM = 0; D2 ag = 0.0; D2 antag = 6; RXFP1 antagonist = -1; D1 potentiator = 2; D2 PAM = -3; D1 antag = 3; D1 ag = 1; TRHR agonist = -0.7

# (more compounds)
SMILES,TRHR PAM,D2 ag,D2 antag,RXFP1 antagonist,D1 potentiator,D2 PAM,D1 antag,D1 ag,TRHR agonist
CCOc1ccccc1N1CCN(C(=O)c2ccc(NS(=O)(=O)c3ccc4[nH]c(=O)[nH]c4c3)cc2)CC1,-2,5.4,16,-37,-8,2,-5,5,0.3
COc1ccc(-c2nc(=S)c3c([nH]2)Oc2ccc(C)cc2C3)cc1O,-3,-1.3,1,2,4,-2,-2,1,0.2
CNC(=S)N1N=C(c2ccccc2)CC1c1ccc(Br)cc1 (configuration not stated),-2,0.2,-5,-10,0,1,14,1,-0.1
O=C(COc1cccc2ccccc12)N/N=C/c1ccccc1OCc1ccc(C(=O)O)cc1,-5,0.7,-9,1,1,x,-6,36*,0.2
CCC1=C(OC(=O)N(CC)CC)N2C(=O)OC(=NCc3ccccc3)[C@]2(C)[C@H]2C1=CC[C@H]1C(=O)N(c3ccccc3)C(=O)[C@H]12,-1,0.4,14,x,-2,-8,13,2,-0.1
C(=C\c1nc(N2CCCCCC2)c2ccccc2n1)/c1ccccc1,-1,0.9,7,-18,-5,5,-2,7,-0.1
Cc1ccccc1N1CC2=C(C1=O)C(c1ccccc1)NC(=O)N2C (configuration not stated),0,-1.8,5,-12,0,-5,11,2,0.1
CN1CCN(c2ncc3c(n2)CCN(Cc2cc(Br)cs2)C3)CC1,8,0.9,x,-11,0,-7,-19,21,-1.6
CCOC(=O)C1CCN(C(=O)c2ccc(N(C)S(=O)(=O)c3ccc(OC)cc3)cc2)CC1,4,0.3,-8,-7,-1,1,-13,5,-1.9
O=C(NC1CCCCC1)c1cccc(COCC(F)(F)F)c1,7,0.3,5,-8,-3,4,-12,26,-0.2
CC(=O)N/C(=C/c1cccnc1)C(=O)Nc1ccc(Cl)cc1,-1,-0.2,12,x,0,12,4,3,-0.3
Fc1cccc(NC(=S)N2CCc3ccccc32)c1,1,-1.0,0,4,-2,4,-10,5,-0.9
Cc1ccc(SCc2cn3cccnc3n2)cc1,-7,0.5,-4,-9,-4,-2,24,8,0.1
Cc1cc(NC(=O)CCC(=O)N(CC(=O)NC2CCCC2)c2ccc(F)cc2)no1,-1,-0.4,-7,4,-4,12,-11,2,-0.1
O=[N+]([O-])c1ccc(CSc2ccc(S(=O)(=O)N3CCOCC3)cn2)cc1,-5,0.3,-4,3,-7,19,-8,16,0.1
N#Cc1cc(Br)ccc1N=C1CCCN1c1ccccc1,-4,x,x,-6,-4,x,-5,2,0.3
Cc1[nH]c2ccccc2c1C(=O)CN1CC(C)OC(C)C1 (configuration not stated),3,1.6,8,3,-2,3,-4,0,0.0
Cc1ccc(-c2nc(S(=O)(=O)c3ccc(C)cc3)c(N3CCN(c4ccccc4)CC3)o2)cc1,18,-1.1,x,x,2,5,9,3,-1.2
CCC(C)C(=O)Nc1nc(-c2ccc3c(c2)NC(=O)CO3)cs1 (configuration not stated),3,-0.2,-29,-10,-11,-1,-7,1,-1.4
Cc1cccc(C)c1OC(=O)CN(c1ccc(Cl)cc1)S(C)(=O)=O,-1,-0.3,8,-18,-1,-5,-1,7,0.3
CCOCCCNC(=O)c1ccc(Cn2c(=O)c3cccn3c3cccnc32)cc1,1,0.2,x,3,-1,x,6,0,0.0
CCOc1ccccc1-n1nnc(-c2nsc(NC(=O)c3ccc(C)cc3)n2)c1C,3,-0.1,x,-17,-2,0,10,4,1.0
COc1ccccc1OCCNC(=O)C1CC(=O)N(Cc2ccc(C)cc2)C1 (configuration not stated),-4,-0.1,21,-10,2,1,10,4,-0.2

# Four consecutive records out of the list so far, for reference:
SMILES,TRHR PAM,D2 ag,D2 antag,RXFP1 antagonist,D1 potentiator,D2 PAM,D1 antag,D1 ag,TRHR agonist
CC(C)(C)c1ccc(S(=O)(=O)N2CCN(C3CCCC3)CC2)cc1,1,-1.1,6,-2,0,6,-1,5,-0.1
COc1ccc2c(c1)CCc1c(C(=O)Nc3c(C)n(C)n(-c4ccccc4)c3=O)noc1-2,-1,0.0,-17,-4,-2,-1,3,0,-0.7
CCCCOC(=O)/C(=C/C=C/c1ccccc1)NC(=O)c1ccccc1,-4,0.0,11,-9,-3,x,5,2,0.7
Cn1c(=O)c2c(nc(Br)n2Cc2ccccc2Cl)n(C)c1=O,-4,x,x,-7,-4,2,-20,1,0.0
